Bioassay records (PubChem)
Tn6 DDE FP = inhibitors of Tn6 peptide binding to fibrin DD(E), primary screen, biochemical, fluorescence polarization, human fibrin, Tn6 probe; Fibrinogen beta chain (Homo sapiens), P02675; Fibrin DD(E) TRITC-Tn6 fluorescence polarization displacement; inhibition, % at 8.3 µM; 0.21% of 370,000 active; AID 720509, 2013;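 active = inhibition above a per-campaign cutoff: mean of compounds within control limits plus 3 SD, cut at about 15% in these data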;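 note: 0% = median of all compound wells on the plate and 100% = blocking peptide control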
TCR-CD3 inh = inhibitors of human TCR-CD3 interaction, primary screen, biochemical, fluorescence, TAMRA-labeled TCR probe; T-cell receptor (TCR); inhibition, % at 9.4 µM; 0.37% of 360,000 active; in the data active = inhibition above about 19%;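 note: recombinant mutant TCR 2C K166C tagged with TAMRA read by polarization; 0% = receptor in buffer alone and 100% = receptor with positive control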
MBD2 DNA inh = inhibitors of MBD2 binding to methylated DNA, primary screen, biochemical, TR-FRET, DNA-binding domain, human; Methyl-CpG-binding domain protein 2 (Homo sapiens), Q9UBB5; MBD2 binding to methylated oligonucleotide; inhibition, % at 4.4 µM; 0.31% of 370,000 active; AID 686964, 2013; in the data active = inhibition above about 13%
Tn7 DDE FP = inhibitors of Tn7 peptide binding to fibrin DD(E), primary screen, biochemical, fluorescence polarization, human fibrin, Tn7 probe; FP displacement of FITC-Tn7 peptide from fibrin DD(E); 0% = median of compound wells per plate; 0.13% of 370,000 active; inhibition, % at 8.3 µM; AID 720508, 2013; Fibrinogen beta chain (Homo sapiens), P02675;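 active = inhibition above the mean of compounds falling within the control limits plus 3 SD of them, cut at about 14% in these data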;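 note: 0% = plate median of compound wells and 100% = 10 µM Aha-Tn7 peptide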
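Measure: % inhibition scaled between sample-field median and high-control FP; Test system: human fibrin DD(E); Quantity: 2 µM final DD(E) protein; Doses: one dose, 8.3 µM nominal; Schedule: compound with protein 10 min, then 3 h after probe, room temperature; Detection: fluorescence polarization; Medium: Tris buffer with calcium and detergent, pH 7.8.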
SIAE primary = human SIAE inhibitors, primary screen, biochemical, fluorescence polarization, FP-Rh probe, 1536-well HTS; inhibition, % at 9.66 µM; 0.69% of 370,000 active; SIAE FP-Rh probe binding; AID 1053197, 2014; Sialate O-acetylesterase (Homo sapiens), Q9HAT2;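 active = inhibition above a cutoff: mean of compounds within the control limits plus 3 SD of those, cut at about 17% in these data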;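 note: 0% = plate median of compound wells and 100% = probe without SIAE protein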
LEDGF integ inh = blockers of LEDGF/p75-dependent integrase strand transfer – biochemical, TR-FRET, high throughput, primary screen; HIV-1 integrase (with human LEDGF/p75); TR-FRET IN-LEDGF/p75 DNA integration, Eu/Cy5; inhibition, % at 3.7 µM; 0.64% of 370,000 active;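 active = inhibition above the screen-wide mean plus 3 SD, cut at about 13% in these data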;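 note: signal is the Cy5 over europium emission ratio at 671 and 618 nm; 0% = plate median of compound wells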
UHRF1 binding = UHRF1 methylated DNA binding inhibitors, primary screen, counter-screen for MBD2 inhibitor project, biochemical, TR-FRET, human UHRF1, single concentration. E3 ubiquitin-protein ligase UHRF1 (Homo sapiens), Q96T88. UHRF1 binding to methylated oligo. inhibition, % at 4.4 µM. 0.75% of 370,000 active; in the data active = inhibition above about 21%;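 note: UHRF1 SRA domain binding a hemimethylated CpG hairpin DNA probe; 0% = median of test compound wells and 100% = reference inhibitor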
Target sequence (Q96T88 whole entry, looked up, the tested form may be a part): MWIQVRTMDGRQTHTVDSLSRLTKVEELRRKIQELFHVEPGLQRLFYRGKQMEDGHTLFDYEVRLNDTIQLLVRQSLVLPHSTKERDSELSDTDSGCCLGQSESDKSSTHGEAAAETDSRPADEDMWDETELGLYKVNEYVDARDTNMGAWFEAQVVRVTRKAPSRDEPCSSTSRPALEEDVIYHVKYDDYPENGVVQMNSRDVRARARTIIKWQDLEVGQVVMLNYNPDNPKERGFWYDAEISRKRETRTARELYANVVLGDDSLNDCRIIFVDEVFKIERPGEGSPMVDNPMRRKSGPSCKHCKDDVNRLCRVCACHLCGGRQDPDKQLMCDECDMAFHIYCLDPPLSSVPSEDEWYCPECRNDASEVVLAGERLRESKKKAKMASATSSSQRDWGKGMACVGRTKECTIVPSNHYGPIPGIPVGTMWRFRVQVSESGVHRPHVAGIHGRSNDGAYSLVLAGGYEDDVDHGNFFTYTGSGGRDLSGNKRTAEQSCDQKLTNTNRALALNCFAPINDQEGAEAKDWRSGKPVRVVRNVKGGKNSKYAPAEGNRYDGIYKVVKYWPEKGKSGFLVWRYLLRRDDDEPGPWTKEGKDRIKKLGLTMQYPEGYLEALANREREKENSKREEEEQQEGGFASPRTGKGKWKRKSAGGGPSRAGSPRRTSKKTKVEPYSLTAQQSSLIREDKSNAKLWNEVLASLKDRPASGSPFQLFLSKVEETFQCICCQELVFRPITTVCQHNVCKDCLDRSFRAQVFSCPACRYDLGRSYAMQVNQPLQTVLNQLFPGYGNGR
TDP2 absorb = human TDP2 enzyme inhibitors, primary screen, biochemical, epi absorbance, recombinant enzyme. Tyrosyl-DNA phosphodiesterase 2 (Homo sapiens), O95551. 0.34% of 370,000 active. AID 720702, 2013. T5PNP hydrolysis, p-nitrophenol absorbance 415 nm. inhibition, % at 12.8 µM;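 active = inhibition above the mean of all tested compounds plus 3 SD, set per campaign, cut at about 25% in these data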;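 note: 0% = DMSO with enzyme and 100% = buffer with substrate but no TDP2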
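Evaluation: % inhibition relative to enzyme-containing and enzyme-free wells. Material: recombinant human TDP2. Benchmarks: enzyme-free and DMSO wells. Timing: enzyme reaction with compound for 2 h at 37 °C. Compound dosing: 12.8 µM only. Measured by: p-Nitrophenol epi absorbance. Reagent: T5PNP substrate at 5 mM, a TopII-DNA adduct mimic. Replication: single well per compound.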
PRMT1 FP inh = PRMT1 methyltransferase inhibitors, primary screen, biochemical, fluorescence polarization; Protein arginine N-methyltransferase 1 (Homo sapiens), Q99873; recombinant PRMT1, activity-based probe fluorescence polarization; inhibition, % at 2.79 µM; 1.3% of 370,000 active;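 active = inhibition above about 21% made by adding two undisclosed values, limit read from the data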
proKLK7 act = proKLK7 zymogen activators, primary screen, biochemical, fluorescence intensity | Kallikrein-7 (Homo sapiens), P49862 | purified proKLK7, EDANS-DABCYL substrate fluorescence; 100% is mature enzyme control, 0% vehicle | activation, % at 7 µM | 0.9% of 370,000 active;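 active = activation above the mean of all tested compounds plus 3 SD, computed per campaign excluding outliers beyond control limits, cut at about 13% in these data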
Target sequence (P49862 whole entry, looked up): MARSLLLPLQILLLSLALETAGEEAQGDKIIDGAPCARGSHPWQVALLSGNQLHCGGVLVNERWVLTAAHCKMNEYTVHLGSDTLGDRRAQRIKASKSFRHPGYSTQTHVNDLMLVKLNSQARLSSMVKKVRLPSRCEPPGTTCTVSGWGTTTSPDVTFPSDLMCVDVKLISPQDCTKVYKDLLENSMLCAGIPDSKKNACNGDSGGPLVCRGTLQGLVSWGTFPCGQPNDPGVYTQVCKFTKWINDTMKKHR
* = called active by the depositor.

SMILES	Tn6 DDE FP	TCR-CD3 inh	MBD2 DNA inh	Tn7 DDE FP	SIAE primary	LEDGF integ inh	UHRF1 binding	TDP2 absorb	PRMT1 FP inh	proKLK7 act
CCN(CC)S(=O)(=O)c1cccc(C(=O)N2CC(O)CC2C(=O)OC)c1 (stereo not given)	4	10	-5	-8	0	-1	0	4	0	0.2
CCCCn1c(N)c(N(CCC(C)C)C(=O)c2oc3ccc(OCC)cc3c2C)c(=O)[nH]c1=O	-4	6	-6	7	-3	3	0	6	-2	1.4
O=C(N/N=C/c1cccc(Br)c1)c1ccc(N2CCCC2=O)cc1	6	7	-4	0	-2	-5	0	-2	3	-0.6
O=C(NC(=S)Nc1ccccn1)c1ccc(-c2ccccc2)cc1	-3	0	-5	-3	2	0	-2	8	2	0.6
COCCNC(=O)C(c1ccccc1)N(CCOC)C(=O)Cn1nnc2ccccc21 (stereo not given)	-6	-2	3	0	-2	-2	0	-1	-1	1.2
COc1cc(C(=O)NCC2CCCO2)ccc1OCc1ccccc1 (stereo not given)	0	3	-6	-5	0	-1	-1	16	4	0.3
O=C(CCN1CCN(c2ccccc2)CC1)c1ccc(Br)cc1	-2	1	7	-5	-1	3	-3	-2	19	-0.3
Fc1ccc(-c2cnc3n2CCCCC3)cc1	0	8	-4	-2	4	3	-1	-4	-3	0.3
CCN(CC)CCOC(=O)c1ccc(NC(=O)CCNC(=O)Cn2ccc3ccccc3c2=O)cc1	4	5	-1	-1	0	-1	-2	0	0	0.1
COc1ccc(O)c(CNc2ccccc2F)c1	-2	3	0	0	-2	-3	1	-4	2	0.4
c1ccc(-c2ccc3nnnn3n2)cc1	-4	-10	6	5	-7	-3	0	7	3	-0.3
O=C1CC(SCc2nc3ccccc3[nH]2)C(=O)N1c1ccc(F)cc1 (stereo not given)	9	0	-4	9	-1	-1	-11	-1	14	0.5
CCCn1c(SCC(=O)Nc2ccccc2OC)nnc1-c1ccco1	4	2	3	-10	-5	4	-3	-8	-3	0.3
COc1ccccc1CNC(=O)CN1C(=O)NC(Cc2ccccc2)(c2ccccc2)C1=O (stereo not given)	0	4	6	0	4	-3	0	-7	2	-0.1
COc1ccc(C)cc1NC(=O)CSc1nnc(-c2ccco2)n1N	5	-2	0	-3	1	2	5	-8	-1	-0.1
Cn1c(-c2ccc(F)cc2)cnc1SCC(=O)NNC(=O)Cc1ccccc1	2	5	0	7	1	-2	-4	-2	0	0.3
CC(=O)OC(C)(C)C#CCN1CCCC1	-3	6	5	1	3	-1	-1	-2	0	0.3
c1ccc(OCCSc2nc3ccccc3o2)cc1	0	1	-3	-1	6	3	1	5	-4	0.3
COc1ccc(/C=C(\NC(=O)c2ccc(Cl)cc2)C(=O)NCCCn2ccnc2)cc1OC	2	-7	-4	1	-3	6	0	-16	-4	0.3
O=C(NCCc1ccccc1F)C1CCC(=O)N(Cc2ccc(Cl)cc2)C1 (stereo not given)	-2	-9	0	1	-2	1	2	-4	0	0.2
C#CCOc1ccc(C2C3=C(COC3=O)Nc3cc4c(cc32)OCO4)cc1OC (stereo not given)	2	-1	1	6	8	-3	-1	-17	2	69*
Cc1c(Br)cccc1NC(=O)C1(C)CCN1C(C)C (stereo not given)	-3	-7	-1	0	4	-2	4	7	6	-0.5
COc1ccccc1C(=O)NCC(=O)NC1CCCc2ccccc21 (stereo not given)	-2	7	-6	2	5	0	-2	17	3	0.4
CC12CN3CCN(CC(C3)/C1=N\NC(=O)Nc1cccc(Cl)c1)C2	0	-4	1	-1	3	5	4	-1	-2	-0.4
c1csc(C2CCCN2c2nc3nonc3nc2NC2CC2)n1 (stereo not given)	1	0	3	0	15	-3	0	-4	-1	-0.3
CC(C)c1ccc([C@@H]2O[C@H](CCc3ccccc3)Cc3[nH][nH]c(=O)c32)cc1	1	0	-3	-5	-8	4	-4	-8	-1	-0.8
O=C(O)CC(C(=O)OCC1CCCO1)N1CCOCC1 (stereo not given)	0	9	-3	5	3	1	-3	5	-3	-0.1
O=C(O)CSCc1c(F)cccc1Cl	1	0	9	-3	0	2	6	4	0	-0.6
C[n+]1cnn2c1SCC1(COC1)C2	6	0	6	-3	2	-2	2	6	-2	0.4
COC(=O)c1ncn(C2OC(COC(C)=O)C(OC(C)=O)C2OC(C)=O)n1 (stereo not given)	-5	2	2	-2	4	1	2	0	-2	-0.2

proKLK7 act: entries above that show a hit
| Molecule | Tn6 DDE FP | TCR-CD3 inh | MBD2 DNA inh | Tn7 DDE FP | SIAE primary | LEDGF integ inh | TDP2 absorb | PRMT1 FP inh | proKLK7 act |
| --- | --- | --- | --- | --- | --- | --- | --- | --- | --- |
| C#CCOc1ccc(C2C3=C(COC3=O)Nc3cc4c(cc32)OCO4)cc1OC (stereo not given) | 2 | -1 | 1 | 6 | 8 | -3 | -17 | 2 | 69* |

Additional entries follow:
SMILES	Tn6 DDE FP	TCR-CD3 inh	MBD2 DNA inh	Tn7 DDE FP	SIAE primary	LEDGF integ inh	UHRF1 binding	TDP2 absorb	PRMT1 FP inh	proKLK7 act
OC(CN1CCN(c2ccccc2Cl)CC1)c1ccccc1 (stereo not given)	3	-6	3	3	-2	-5	3	-15	5	-0.6
O=S1(=O)CC(N2CCCC2)CN1C1CCCCC1 (stereo not given)	-1	9	-3	5	2	0	-2	3	-1	-0.8
CCc1nc2ccc(C(=O)Nc3cccc(NS(C)(=O)=O)c3)cn2c1N(C)C(=O)Cc1ccccc1	1	3	2	-7	11	1	6	-10	3	-0.1
O=C(NCCNC(=O)c1ccccc1[N+](=O)[O-])c1ccccc1[N+](=O)[O-]	-8	1	-3	5	9	1	0	-3	-1	0.3
O=c1c2c(c(-c3ccccc3)nn1Cc1ccccc1)CCCC2	0	4	-7	3	5	-2	1	1	-1	0.2
CC(C)c1ccc2c(c1)C(=O)NC(C)(C)C2	-5	8	3	-1	-1	-1	-1	6	0	0.1
COc1ccc(N2CCN(C(=O)CSc3nc4c(c(=O)n(C)c(=O)n4C)n3C(C)C)CC2)cc1	0	-5	3	13	-3	0	1	7	-1	0.1
O=C(COC(=O)c1n[nH]c(=O)c2ccccc12)Nc1cccc(S(=O)(=O)N2CCOCC2)c1	0	2	2	-1	-4	4	-2	-5	-3	-0.1
Cc1cc(Cl)cc(C)c1OCCCCN1CCOCC1	0	0	-5	0	0	15*	-1	2	0	-0.4
COc1ccc(CC(=O)OCC(=O)N2CCCc3ccccc32)cc1	-6	3	-10	-3	-13	5	3	-14	-2	0.5
CCOC(=O)C1CCCN(C(=O)COc2ccc(S(=O)(=O)N3CCOCC3)cc2)C1 (stereo not given)	4	-2	2	-2	2	-7	1	2	5	-0.5
COc1ccc(CCc2nnc(CCC(=O)N(C)Cc3ccncc3C)o2)cc1	-5	6	4	3	-2	0	-2	2	2	-0.1
COc1ccc(C(CNC(=O)CNC(=O)c2cccc(F)c2)N2CCOCC2)cc1 (stereo not given)	10	-3	1	0	1	-3	1	3	3	-1.0
Cc1ccc(S(=O)(=O)N(C)c2cc(S(N)(=O)=O)c(C)cc2C)cc1	-5	-8	0	-1	5	-1	-2	6	5	0.1
O=C(Nc1cccs1)Nc1ccc(Br)cc1F	0	6	1	2	20*	-3	-1	-4	-2	0.1
CCCCN(C)CCNC(=O)c1cn(C)c(=O)c2c1c1ccccc1n2C	4	0	-5	-5	5	-7	0	-1	5	-8.8
Cc1c(C(=O)NCc2ccccc2)c(-c2ccccc2)nn1-c1ccccc1	12	6	-6	0	-1	-2	-2	-8	-2	0.3
O=C(c1nc(-c2ccccc2)n(-c2ccccc2)n1)N1CCN(S(=O)(=O)c2ccccc2)CC1	7	10	2	-8	-1	-1	-1	0	0	1.0
COc1cccc2cc(C(=O)C3=C(O)C(=O)N(CCN4CCOCC4)C3c3cccc(Cl)c3)oc12 (stereo not given)	3	-6	-1	3	4	-4	0	-13	4	0.7
CCCCOC(=O)c1ccc(NC(=O)Nc2ccc(OC)c(OC)c2)cc1	-2	9	-3	3	20*	-2	0	-11	-3	-0.1
CCOCCCNS(=O)(=O)c1ccc(NC(=O)Cc2c(F)cccc2Cl)cc1	5	7	2	-2	-6	2	0	2	-4	0.2
O=C(COC(=O)c1cccc(O)c1)NC(=O)Cc1ccccc1	-9	-2	2	-6	-9	6	0	-12	-1	-0.1
COc1cc(/C=C/C(=O)Nc2ccc(S(=O)(=O)Nc3onc(C)c3C)cc2)cc(OC)c1OC	-4	-6	-8	8	-10	1	-2	3	-1	3.6
CC(=O)OC[C@@H]1CN(Cc2cccc(C(F)(F)F)c2)C[C@H](n2cnc3c(NCc4ccco4)ncnc32)O1	5	2	-5	5	-1	-1	-1	-11	0	0.8
COc1ccccc1N1CC(C(=O)Nc2nnc(SCc3cccnc3)s2)CC1=O (stereo not given)	-3	1	-2	-2	-1	-2	0	12	2	-0.4
CC(C)(C(=O)N1CCC1(C)C(=O)NS(=O)(=O)c1ccc(C#N)cc1)c1ccccc1 (stereo not given)	4	-5	-5	1	5	0	0	11	1	-0.4
O=C(Cc1ccc(Cl)cc1)Nc1ccc2oc(=O)ccc2c1	5	-1	1	-2	-2	2	0	-3	-1	4.3
CN(Cc1ccccc1)C(=O)CN1C(=O)NC(C)(c2ccc(Cl)cc2)C1=O (stereo not given)	1	2	4	5	-7	-3	0	-10	3	-0.3
Cc1ccc(CNC(=O)C23CN(Cc4ccccc4)CC2C(c2ccc([N+](=O)[O-])cc2)=NO3)cc1 (stereo not given)	0	1	0	2	-5	0	-3	8	1	0.1
Cc1ccc2cccc(SCC(=O)NCC#N)c2n1	3	5	-6	4	4	1	-5	10	-5	2.2
Oc1ccccc1Cn1c(-c2ccccc2O)nc2ccccc21	-6	-1	1	6	-7	-3	4	-7	1	-1.6
Cc1sc2ncn(CC(=O)NCc3ccco3)c(=O)c2c1-c1ccc(F)cc1	-8	5	5	-9	-12	12	6	-17	24*	0.3

Compounds above that have two or more sulfur atoms (two):
SMILES	Tn6 DDE FP	TCR-CD3 inh	MBD2 DNA inh	Tn7 DDE FP	SIAE primary	LEDGF integ inh	UHRF1 binding	TDP2 absorb	PRMT1 FP inh	proKLK7 act
Cc1ccc(S(=O)(=O)N(C)c2cc(S(N)(=O)=O)c(C)cc2C)cc1	-5	-8	0	-1	5	-1	-2	6	5	0.1
COc1ccccc1N1CC(C(=O)Nc2nnc(SCc3cccnc3)s2)CC1=O (stereo not given)	-3	1	-2	-2	-1	-2	0	12	2	-0.4
